High-throughput results deposited in PubChem by National Center for Advancing Translational Sciences (NCATS).
Sm TGR inh: blocks Schistosoma mansoni thioredoxin glutathione reductase; purified TGR, DTNB reduction, TNB absorbance 405 nm; AID 485364; Potency, µM (titrated, usually from 114 µM), inactives show at the top dose activity change, negative = inhibition, actives largely listed as inhibitors; Q962Y6; 360,000 compounds, 3% hits; also: potency is read from the fitted curve at half-maximal effect; nearly all actives have a fitted effect of over 60% in size
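First, TGR (20 nM dispensed) and NADPH were mixed with compound. Second, a 15 min room-temperature incubation followed. Third, further NADPH and then DTNB were added to start the reaction. Finally, TNB absorbance was monitored kinetically.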
AMA1-RON2 inh: disrupts binding of P. falciparum AMA1 to RON2. AlphaScreen AMA1-biotinylated RON2 peptide binding. 360,000 compounds, 0.2% hits. Potency, µM (doses to about 58.2 µM), for inactives: at the top dose activity change, negative = inhibition, usual class: inhibitors;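 also: potency is read from the fitted curve at half-maximal effect; 0% = vehicle wells and -100% = peptide control; nearly all actives have a fitted effect of over 45% in size; some results filed as inactive show a strong effect at the top dose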
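AMA1 (3D7) with his tag at 25 nM final met compounds first, then biotinylated RON2 peptide at 25 nM; detection used donor plus acceptor beads, 10 µg/mL apiece, read by AlphaScreen after 30 min at room temperature.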
HCMV inh: blocks human cytomegalovirus replication; activity change, negative = inhibition, % at 57.5 µM; 410,000 compounds, 4.5% hits; AID 1259415; HFF cells, HCMV-luciferase reporter, 72 h; active compounds read low; in the data active = activity change below about -60%; inconclusive = no clear call, values can overlap the other calls; inactive = above about -39%
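Luciferase read-out from HCMV-luciferase-infected HFFs (MOI 1 PFU/cell) 72 h post infection at 37C; compounds added after 16 h cell attachment; activity normalized between buffer-only basal and Salinomycin (10uM) inhibitor controls.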
AmpC detergent: blocks E. coli AmpC beta-lactamase in detergent assay | Potency, µM (highest dose often 114 µM), inactives show at the top dose activity change, negative = inhibition, most hits filed as inhibitors | 370,000 compounds, 0.041% hits | AmpC hydrolysis of nitrocefin, absorbance 480 nm, 0.01% Triton | AID 485294 | P00811;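 also: potency is read from the fitted curve at half-maximal effect; 0% = no-compound wells and -100% = no-enzyme wells; nearly all actives have a fitted effect of over 25% in size; some results filed as inactive show a strong effect at the top dose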
Target sequence (P00811 whole entry, looked up): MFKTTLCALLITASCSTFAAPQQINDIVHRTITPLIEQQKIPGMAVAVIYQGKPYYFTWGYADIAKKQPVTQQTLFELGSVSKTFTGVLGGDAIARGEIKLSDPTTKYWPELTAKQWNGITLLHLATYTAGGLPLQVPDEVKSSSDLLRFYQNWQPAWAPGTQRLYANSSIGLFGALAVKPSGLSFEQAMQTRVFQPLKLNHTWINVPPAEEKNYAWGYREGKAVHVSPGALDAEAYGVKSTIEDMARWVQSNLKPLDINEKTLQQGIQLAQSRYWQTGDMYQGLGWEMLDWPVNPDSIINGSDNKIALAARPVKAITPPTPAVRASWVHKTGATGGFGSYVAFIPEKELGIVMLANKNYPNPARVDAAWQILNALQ
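AmpC (5.3 nM in the dispensed reagent) in 20 mM phosphate pH 7.0 with 0.01% (detergent screen) or 0.0001% Triton X-100 was preincubated with compounds for 15 min at room temperature. Nitrocefin was then added from an 800 uM solution, and hydrolysis was followed at 480 nm.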
HCV inhibitor: HCV inhibition; Potency, µM (top dose mostly 41.8 µM), without a hit: at the top dose activity change, negative = inhibition, usual class: inhibitors; Huh7.5.1 HCVcc-Cre infection, luciferase reporter, 44 h; AID 651820; 340,000 compounds, 3.4% hits; also: potency is read from the fitted curve at half-maximal effect
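Seed cells (1,000/well) for 4 h; treat with compound and infect with HCVcc-Cre, moi about 0.5. Incubate 44 h, then detect luciferase activity.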
Giardia FBPA inh: inhibitors of Giardia lamblia fructose-1,6-bisphosphate aldolase; A8B2U2; purified Giardia FBPA; Potency, µM (doses to about 59.6 µM), inactives show at the top dose activity, negative = inhibition, usual class: inhibitors; 290,000 compounds, 0.71% hits; also: potency is read from the fitted curve at half-maximal effect; nearly all actives have a fitted effect of over 55% in size
Target sequence (A8B2U2 whole entry, looked up): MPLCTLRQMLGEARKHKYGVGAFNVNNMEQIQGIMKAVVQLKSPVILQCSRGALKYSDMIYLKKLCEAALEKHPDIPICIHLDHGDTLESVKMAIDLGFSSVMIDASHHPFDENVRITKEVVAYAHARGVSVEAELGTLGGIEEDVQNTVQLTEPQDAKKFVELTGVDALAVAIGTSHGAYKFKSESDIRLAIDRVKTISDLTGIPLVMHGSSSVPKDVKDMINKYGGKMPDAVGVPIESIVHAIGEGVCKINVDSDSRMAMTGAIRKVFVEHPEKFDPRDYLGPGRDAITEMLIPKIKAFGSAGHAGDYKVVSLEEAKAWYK
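40 nM FBPA preincubated 10 min at RT with compound (up to 57.5 uM final), then substrate plus GAPDH/TPI/NAD/arsenate coupling and diaphorase/resazurin added. Fluorescence read after 20 min at RT, 525/598 nm.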
* = called active by the depositor; ? = inconclusive; . = no result given; [ ] = dose if it differs, or a comment. Unless noted, calls follow the shape of the dose curve; as a rule, active = well fitted curve in the direction sought with a large enough effect; inconclusive = small, poorly fitted or top-dose-only effect, or another doubt; inactive = no such curve, though single readings can be large; an effect the other way counts as inactive or inconclusive. Unless noted, % is scaled to controls: 0 for no effect and ±100 for the full control effect.

SMILES	Sm TGR inh	AMA1-RON2 inh	HCMV inh	AmpC detergent	HCV inhibitor	Giardia FBPA inh
COc1cc(/C=N/Nc2nc3ccccc3s2)ccc1OC(=O)c1ccccc1F	3%	-1%	76	-2%	?	-4%
Cc1nnc(NC(=O)CSc2nnc(CNC(=O)c3ccccc3)o2)s1	-2%	77%[activator]	4	0%	.	-18%
Cc1ccc(NC(=O)c2ccc(=O)n(CC(=O)Nc3cccc(C)c3)n2)cc1	6%	.	20	6%	.	.
Nc1nc(C(F)(F)F)cc(=O)n1N	7%	-7%	67	-7%	4%	6%
Cc1nn(-c2ccccc2)c(Cl)c1/C=N\NC(=O)c1cncc(Br)c1	0%	10%	9	7%	31%[activator]	6%
CCCNC(=O)NC(=O)CSc1nc(C)cs1	83%[activator]	14%	12	5%	12%	4%
CN(Cc1ccccc1)S(=O)(=O)c1ccc(OCC(=O)NCc2ccccn2)cc1	-5%	1%	-39	-19%	3%	-7%
Cc1ccc(S(=O)(=O)N(C)C)cc1NC(=O)COC(=O)CCC(=O)c1ccc(F)cc1	-9%	9%	-6	-5%	14%	3%
COc1ccc(-n2c(CC3C(=O)N(C)c4ccc(C)cc43)nc3ccccc3c2=O)cc1 (stereo unspecified)	2%	.	15	19%	.	.
CCOC(=O)N1CCN(C(=O)c2cn(CC)c3ccc(S(=O)(=O)N4CCCCC4)cc3c2=O)CC1	1%	-2%	11	-2%	29%	3%
Cc1cccc(C2Nc3cccc4cccc(c34)N2)c1	20µM*	-3%	50	1%	-1%	?
Cc1cc(-c2ccc(S(=O)(=O)Nc3ccc(Cl)cc3)cc2)on1	9%	.	0	-8%	.	.
COc1ccc(Nc2ccccc2N)cc1	-4%	?	?	-2%	?	-13%
COc1ccc(-n2c(C)c([N+](=O)[O-])c3ccc(O)c(CN(C)C)c32)cc1	-30%	-6%	-92*	-1%	-30%	8%
COc1cc(C(=O)Nc2ccc3c(c2)OCO3)ccc1-n1cnnn1	1%	7%	-13	-13%	19%	-19%
CCSc1cc(C)nc2ncnn12	6%	1%	21	1%	14%	-2%
Cc1ccc(SCCNCc2ccco2)cc1	74%[activator]	0%	17	-2%	12%	?
COc1ccccc1-c1nc2c(c(SCC(=O)Nc3ccccc3F)n1)Cc1c(CO)cnc(C)c1O2	-14%	.	-20	5%	.	.
CN(C)S(=O)(=O)n1cc(/C=C(\NC(=O)c2ccccc2Cl)C(=O)NCCCN2CCOCC2)c2ccccc21	3%	-12%	-3	3%	-19%	-17%
O=S(=O)(NCCc1csc2nc(-c3ccc(F)cc3)nn12)c1ccc(Oc2ccccc2)cc1	9%	.	8	1%	.	.
Cc1nc(-n2nc(C)c(Cc3ccccc3Cl)c2C)sc1C(=O)N1CCCCC1C (stereo unspecified)	-1%	.	-11	24%	.	.
O=C(NC1CCCc2c1cnn2-c1ccc(F)cc1F)c1csnn1 (stereo unspecified)	4%	-9%	-19	-1%	4%	-4%
O=C(NCC(O)CO)c1csc(Nc2cccc3ccccc23)n1 (stereo unspecified)	7%	16%	30	-14%	-16%	-2%
CC(C)(C#CC(=O)O)OOC(c1ccccc1)(c1ccccc1)c1ccccc1	3%	-1%	-24	3%	19%	-3%
Cc1ccc(-c2cc(C(=O)Nc3c(C(=O)c4ccc(C)c(F)c4)oc4ccccc34)no2)cc1	-5%	.	11	19%	.	.

Next part:
SMILES	Sm TGR inh	AMA1-RON2 inh	HCMV inh	AmpC detergent	HCV inhibitor	Giardia FBPA inh
O=C(NC(=S)Nc1cccc([N+](=O)[O-])c1)c1ccccc1	-22%	16%	32	7%	-9%	?
O=C(N1CCN(c2ccccc2F)CC1)C12CC3CC(CC(C3)C1)C2	1%	-6%	-2	10%	5%	6%
CN(CCc1ccccn1)C(=O)CC1C(=O)NCCN1Cc1ccccc1C(F)(F)F (stereo unspecified)	?	-1%	?	8%	37%[activator]	-14%
Cc1ccc(NC(=O)CN(C)Cc2nc3c(Br)cc(Br)cc3c(=O)[nH]2)cc1	0%	90%[activator]	-21	-15%	-16%	4%
Cc1ccc(NC(=O)c2oc3ccccc3c2C)c([N+](=O)[O-])c1	3%	-2%	93	0%	1%	4%
O=C(NCC1OCCc2ccccc21)c1ccc(NC(=O)c2cccc(Br)c2)cc1 (stereo unspecified)	-3%	1%	-24	2%	?	3%
O=S(=O)(Nc1nc2ccccc2nc1NCc1ccco1)c1ccccc1	-30%	2%	-12	-6%	8%	7%
CC(C)Oc1ccc(/C(O)=C2/C(=O)C(=O)N(CCN(C)C)C2c2ccco2)cc1 (stereo unspecified)	?	8%	-27	?	13%	-16%
N#Cc1ccccc1NC(=O)COC(=O)COc1ccccc1[N+](=O)[O-]	1%	1%	50	-8%	9%	0%
COc1cc2nc(Cl)nc(N3CCCCC3)c2cc1OC	-1%	6%	15	-13%	-24%	7%
CS(=O)(=O)N1CCN(c2c(Cl)cccc2[N+](=O)[O-])CC1	-27%	-3%	-26	-6%	8%	1%
Cn1nccc1NC(=O)Nc1cccc(Br)c1	-7%	0%	.	-5%	4%	4%
COc1ccc(NC(=O)CCc2nc3ccccc3[nH]2)cc1	6%	-11%	-9	4%	9%	3%
Cc1cc(C(=O)N2CCOCC2)ccc1[N+](=O)[O-]	?	13%	?	-7%	2%	-8%
CCCn1c(C(C)Nc2nc(-c3cccc(Br)c3)cs2)nc2ccccc21 (stereo unspecified)	-1%	15%	?	?	?	-20%
COc1ccccc1-c1ccc(/C=C2/C=C(CC(C)C)OC2=O)o1	35µM*	-20%	-7	-13%	-9%	-9%
CN1CCN(CCCNC(=S)Nc2ccc(F)c(Cl)c2)CC1	-25%	3%	-18	-7%	-2%	-2%
Cc1ccc(SCC(=O)O/N=C(\N)c2ccc([N+](=O)[O-])cc2)cc1	-21%	-13%	46	-7%	-22%	-5%
COc1nc(-c2ccccc2)cc(-c2ccc(OC)c(OC)c2)n1	4%	15%	46	0%	1.8µM*	-7%
COc1ccc(-n2c(C)cc(C(=O)C[N+]34CCN(CC3)CC4)c2C)cc1	-23%	-5%	?	-8%	2%	-4%
S=c1[nH]nc(COc2ccccc2)n1-c1ccccc1	3%	34%[activator]	-7	8%	-5%	3%
COc1ccc(-c2nc(CN3CCN(C(=O)c4ccco4)CC3)c(C)o2)c(OC)c1C	?	0%	-6	1%	-23%	11%
CC1=CC(=O)[C@@H](OC(=O)Nc2ccc(C)cc2)[C@@H](c2ccccc2Br)N1C	.	9%	-3	.	?	.
Oc1cc(-c2ccncc2)cc2cccnc12	-10%	.	-97*	-3%	.	.
CCOc1ccc2nc(NC(=O)C3=NN(c4ccccc4)C(=O)CC3)sc2c1	19%	12%	-8	5%	?	-5%

Next results:
SMILES	Sm TGR inh	AMA1-RON2 inh	HCMV inh	AmpC detergent	HCV inhibitor	Giardia FBPA inh
O=C(CNCc1ccccc1)Nc1ccccc1-c1ccccc1	-17%	6%	-11	3%	12%	1%
O=C(Nc1ccc(Cl)cc1)C1=Cc2ccccc2OC1	-10%	7%	59	-13%	-13%	-16%
O=S1(=O)N=C2CCCCCN2C(c2ccc(F)cc2)N1 (stereo unspecified)	8%	-4%	15	-2%	13%	-4%
CCOc1ccc(C(=O)NCCS(=O)(=O)N2CCN(c3ccccc3F)CC2)cc1OCC	0%	.	-3	13%	.	.
COc1cccc2c1Oc1ncccc1N(C(=O)CCC(=O)NCc1ccccc1F)C2	7%	-1%	?	0%	6%	.
CN(C)c1nc(SCc2ccccc2Cl)nc2c1CCCC2	11%	14%	.	4%	-17%	6%
O=C(Nc1ccccc1)c1cccc2c(=O)c3c([nH]c12)CCCC3	-5%	.	-12	12%	.	.
O=C(O)CSc1nnc(COc2cccc3cccnc23)n1-c1cccc(C(F)(F)F)c1	2%	-9%	13	-11%	0%	7%
CC(OC(=O)CCN1C(=O)C2CC=CCC2C1=O)C(=O)c1ccc(F)cc1 (stereo unspecified)	-2%	-3%	-19	-5%	-4%	.
CCCS(=O)(=O)c1c(S(=O)(=O)CCC)c2cc(C(C)(C)C)ccn2c1C(=O)c1ccccc1	-10%	.	-64*	-1%	.	.
NC(=O)N/N=C/c1ccc([N+](=O)[O-])o1	?	9%	-21	-6%	?	-18%
CC(C)CN(C(=O)COC(=O)CSc1ccc(Br)cc1)C1CCS(=O)(=O)C1 (stereo unspecified)	1%	10%	-15	-18%	-21%	.
CCOP(=O)(OCC)c1nc(-c2ccc(C)cc2)oc1N1CCOCC1	.	-5%	36	.	-16%	.
COc1ccc(C(C)(C)C)cc1NC(=O)c1cccc(S(=O)(=O)N2CCN(C(C)=O)CC2)c1	0%	14%	-14	2%	-23%	.
CCOC(CNc1cc(C)nc2c(-c3ccccc3OC)c(C)nn12)OCC	-10%	11%	-4	2%	?	3%
O=C(Nc1nnc(C2CC2)s1)C1Cc2ccccc2CN1S(=O)(=O)c1cccs1 (stereo unspecified)	-32%	0%	79	-9%	12%	-1%
Oc1ccc(-c2[nH]ncc2-c2cccc3cccnc23)c(O)c1	-5%	33%[activator]	?	2%	?	0%
CC(C)(C)N1CC(C(=O)O)CC1=O (stereo unspecified)	-1%	-14%	-15	4%	13%	-2%
Cc1ccc(NC(=O)CN(C)C(=O)COC(=O)CCS(=O)(=O)c2ccc(C)cc2)cc1	-9%	6%	16	?	26%	8%
O=S(=O)(CCOc1ccccc1)N1CCOCC1	?	-3%	14	-15%	17%	1%
COc1ccccc1/C=N/Nc1nc(C)cc(C)n1	5%	105%[activator]	-15	7%	14%	?
O=C(Nc1ccc2snnc2c1)N1CCSCC1	18%	10%	8	-2%	-12%	1%
FC(F)Oc1ccc(NC(=S)NCC2COc3ccccc3O2)cc1 (stereo unspecified)	-5%	-4%	?	0%	4%	7%

Taken from above:
`CCOc1ccc(C(=O)NCCS(=O)(=O)N2CCN(c3ccccc3F)CC2)cc1OCC` in AmpC detergent is entered as 13%
`Oc1ccc(-c2[nH]ncc2-c2cccc3cccnc23)c(O)c1` in AMA1-RON2 inh is entered as 33%[activator]

Ordered by heavy-atom count (lowest first): some entries from above.
SMILES	Sm TGR inh	AMA1-RON2 inh	HCMV inh	AmpC detergent	HCV inhibitor	Giardia FBPA inh
O=S1(=O)N=C2CCCCCN2C(c2ccc(F)cc2)N1 (stereo unspecified)	8%	-4%	15	-2%	13%	-4%
Oc1ccc(-c2[nH]ncc2-c2cccc3cccnc23)c(O)c1	-5%	33%[activator]	?	2%	?	0%
O=C(Nc1ccccc1)c1cccc2c(=O)c3c([nH]c12)CCCC3	-5%	.	-12	12%	.	.
CC(OC(=O)CCN1C(=O)C2CC=CCC2C1=O)C(=O)c1ccc(F)cc1 (stereo unspecified)	-2%	-3%	-19	-5%	-4%	.
O=C(Nc1nnc(C2CC2)s1)C1Cc2ccccc2CN1S(=O)(=O)c1cccs1 (stereo unspecified)	-32%	0%	79	-9%	12%	-1%
Cc1ccc(NC(=O)CN(C)C(=O)COC(=O)CCS(=O)(=O)c2ccc(C)cc2)cc1	-9%	6%	16	?	26%	8%

Hits appear at their usual frequency (roughly 9.3% active in at least one column).
